# Artemis endo inh: Artemis endonuclease inhibitors, primary screen, biochemical, fluorescence intensity, FAM/BHQ-1 hairpin substrate; Protein artemis (Homo sapiens), Q96SD1; inhibition, % at 10 µM; 0.78% of 30,000 active; AID 686954, 2013; recombinant Artemis, quenched FAM hairpin cleavage fluorescence;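 active = at 10 µM dose, at least 30% inhibition, measured as corrected fluorescence normalized to stimulator and neutral control wells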
# Target sequence (Q96SD1 whole entry, looked up): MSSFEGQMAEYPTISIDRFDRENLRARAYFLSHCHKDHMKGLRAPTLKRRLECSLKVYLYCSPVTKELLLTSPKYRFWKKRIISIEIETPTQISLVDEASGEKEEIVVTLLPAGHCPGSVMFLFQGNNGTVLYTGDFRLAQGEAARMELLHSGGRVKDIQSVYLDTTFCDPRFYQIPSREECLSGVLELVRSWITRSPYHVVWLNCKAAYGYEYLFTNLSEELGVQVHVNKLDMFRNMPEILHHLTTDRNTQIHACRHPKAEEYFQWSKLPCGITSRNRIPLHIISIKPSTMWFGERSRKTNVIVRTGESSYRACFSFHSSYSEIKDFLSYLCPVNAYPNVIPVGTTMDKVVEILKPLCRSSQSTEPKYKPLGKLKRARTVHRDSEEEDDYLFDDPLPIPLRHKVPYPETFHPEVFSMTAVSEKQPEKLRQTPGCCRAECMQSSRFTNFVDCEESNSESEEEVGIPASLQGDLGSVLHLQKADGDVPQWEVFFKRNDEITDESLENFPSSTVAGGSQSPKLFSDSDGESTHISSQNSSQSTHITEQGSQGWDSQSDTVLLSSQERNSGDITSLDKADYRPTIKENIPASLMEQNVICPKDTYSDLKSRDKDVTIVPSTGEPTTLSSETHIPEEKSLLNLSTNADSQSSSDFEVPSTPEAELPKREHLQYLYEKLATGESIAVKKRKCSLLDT
# The depositor's hits bear a star.
no.	Compound	Artemis endo inh
1	COc1ccc(NC(=O)c2cccc(NC(=O)C3C4CC5OC(=O)C3C5C4)c2)c(OC)c1 (configuration not stated)	-6
2	Cc1nc(SCC(=O)Nc2ccc(F)cc2)c2oc3ccccc3c2n1	-6
3	CCOC(=O)c1sc(NC(=O)COC(=O)Cn2cnc3ccccc32)c(C(=O)OCC)c1C	6
4	CCCOc1cc(C)c(S(=O)(=O)n2ccc(C)n2)cc1C	-4
5	CC(=O)c1cc(C#N)c(Oc2cc(C)cc(C)c2)nc1C	-1
6	CN(CCCNC(=O)c1ccc(N2CCCC2=O)cc1)c1ccccc1	-4
7	Cc1ccc(S(=O)(=O)/N=S(/C)c2ccccc2)cc1 (configuration not stated)	-11
8	COc1ccc(NC(=O)N[C@@H](CCSC)C(=O)O)cc1Cl	-2
9	c1ccc(-c2nc(NCc3ccco3)c3ccccc3n2)nc1	64*
10	O=[N+]([O-])c1ccccc1N/N=C/c1c[nH]c2ccccc12	3
11	O=c1c2c(nc3nc(COc4ccccc4)[nH]n13)CCC2	-6
12	O=C(NC(C(=O)c1ccccc1)n1cnccc1=O)c1ccccc1 (configuration not stated)	-8
13	COCCCn1c(Cc2csc(Nc3cccc(Cl)c3)n2)nnc1SCC(=O)OC1CCCCC1	17
14	CNC(=S)NCc1ccc(Cl)cc1	-2
15	CCOC(=O)c1[nH]c2ccc(OC)cc2c1NC(C)=O	2
16	COC(=O)C(C)NC(=O)C(C)NC(=O)OCc1ccccc1 (configuration not stated)	-2
17	CCOC(=O)c1c(-c2ccccc2)[nH]c2ccc(O)cc12	4
18	O=C(Nc1ccc2c(c1)OCO2)c1ccc(S(=O)(=O)NCC2CCCO2)cc1 (configuration not stated)	-2
19	Cn1c(/C=C/N2CCOCC2)c(C(=O)c2ccc(Br)cc2)c(=O)n(C)c1=O	-8
20	Cc1ccc(C)n1-c1ccc(-c2nnco2)cc1	10
21	O=C(N/N=C/c1cccs1)c1cc(-c2ccc3ccccc3c2)n[nH]1	34*
22	CC(C)(NC(=O)N1CCCC1)c1cccc(C(C)(C)NC(=O)N2CCCC2)c1	-9
23	O=C(CSc1nnc(-c2cccs2)n1Cc1ccco1)Nc1ccc2c(c1)OCO2	-2
24	N/C(Cc1ccc([N+](=O)[O-])cc1)=N\OC(=O)c1ccc2ccccc2c1	15
25	Cc1cccc(N2CN=c3s/c(=C\c4ccncc4)c(=O)n3C2)c1	-2
26	CCOC(=O)CSCc1c(C#N)c2ccccc2n1C	3
27	COc1ccc(-c2nn[nH]n2)cc1OC	-2
28	Cc1ccc(C2C(C(=O)c3sc(C)nc3C)=C(O)C(=O)N2CCN2CCOCC2)o1 (configuration not stated)	8
29	CCOc1ccc(-c2nnc(NC3=NCCCCC3)o2)cc1	-5
30	O=C(O)c1nn2c(c1Br)NC(c1ccccc1)CC2C(F)(F)F (configuration not stated)	-8
31	Cc1ccc(-c2cc(C(=O)n3cnc4ccccc43)c3ccccc3n2)cc1C	6
32	Clc1ccc(OCCn2ccnc2)c(Br)c1	2
33	COc1cccc(NC(=O)C2CCCN2C(=O)OCc2ccccc2)c1 (configuration not stated)	-3
34	CN(C)c1ccc(NC(=S)NC(=O)/C=C/c2ccc(Cl)cc2)cc1	4
35	O=C(O)c1cc(S(=O)(=O)NCc2ccco2)c(Cl)cc1Cl	0
36	O=C(Nc1ccc(Br)cc1)c1ccccc1CC[N+](=O)[O-]	7
37	CN1CCN(c2ccccc2NC(=O)c2ccc(OCc3ccccc3)cc2)CC1	-10
38	CCOc1ccc(CC(C(N)=O)C(N)=O)cc1CN(C)C	-5
39	O=C(c1cccnc1NCc1ccc(F)cc1)N1CCOCC1	-6
40	Cc1cccc(NC(=O)C2(C)CC3c4ccccc4C2c2ccccc23)c1 (configuration not stated)	-3
41	CCOc1ccc(N(CC(=O)Nc2ccccc2)S(C)(=O)=O)cc1	4
42	O=C1c2ccsc2SCCN1Cc1ccc(Cl)cc1	11
43	Cc1c(C#N)sc2nc(-c3ccccc3)nc(N3CCCC3)c12	1
44	N#Cc1ccsc1NC(=O)COc1ccc(-c2nnco2)cc1	4
45	COCc1cc(C)nc(OCC(=O)N/N=C/c2cc(C)n(-c3c(C)cccc3C)c2C)c1C#N	4
46	Cc1c(Cl)cccc1N1CC(C(=O)Nc2nccs2)CC1=O (configuration not stated)	-1
47	CCOC(=O)N1CCC(NC(=O)C2CCN(S(=O)(=O)c3c(C)noc3C)CC2)CC1	3
48	CCN(CCCNC(=O)C1CCN(S(=O)(=O)c2cnc[nH]2)CC1)c1ccccc1	4
49	Cc1ccc(SC(CC(=O)c2ccc(C)cc2)C(=O)O)cc1 (configuration not stated)	0
50	CCOC(=O)C1=C(N)OC2=C(C(=O)CCC2)C1c1cccnc1 (configuration not stated)	-11
51	CCCOc1ccc(C(CC(=O)O)NS(=O)(=O)c2ccc(NC(C)=O)cc2)cc1 (configuration not stated)	2
52	COc1ccc(NC(=O)C2CCN(c3cc(C)nc(-c4ccccc4)n3)CC2)cc1	7
53	CCN(CC)C(=O)CN(c1cc2c(cc1OC)oc1ccccc12)S(=O)(=O)c1ccccc1	-7
54	Cc1cccc(OC(=O)c2ccc3nccnc3c2)c1	5
55	Oc1ccc(/C=N/n2c3ccccc3c3ccccc32)cc1	-9
56	COc1ccc(NS(=O)(=O)c2cccc(-c3nnc4n3CCCCC4)c2)cc1	-4
57	CC1CCCC(C)N1CC(O)COCC1COc2ccccc2O1 (configuration not stated)	1
58	COC(=O)C1=C(C)N(CCc2ccc(OC)c(OC)c2)C(=O)/C1=C\N(C)C	-5
59	CCOC(=O)N1CCC(NC(=O)CCC(=O)c2ccccc2)CC1	1
60	CCc1nn(-c2cc(Cl)ccc2OC)c2c1C(=O)CCC2	-6

# Next results follow.
no.	Compound	Artemis endo inh
61	Cc1cccc(CSc2ncc(CO)n2C)c1	2
62	Cc1cc(NC(=O)Cn2c(C)nc3ccccc3c2=O)ccc1Br	-8
63	CC1CN=C(N(C(=O)Nc2ccccc2)c2ccc(S(=O)(=O)N3CCOCC3)cc2)S1 (configuration not stated)	4
64	CCOC(=O)N1CCN(CCC(=O)c2ccc(Cl)cc2)CC1	-7
65	Cc1nc2ccc(S(=O)(=O)N(C)CC(=O)NCc3ccc4c(c3)OCO4)cc2s1	5
66	CCOC(=O)Cc1csc(NC(=O)CSc2ncnc3c2cnn3-c2ccccc2Cl)n1	-4
67	COC(=O)CN1C(=O)C(O)(CC(=O)c2ccccc2)c2ccccc21 (configuration not stated)	-2
68	Cc1sc(NC(=O)CSC2=NCCS2)nc1-c1ccccc1	7
69	COc1ccc(-c2csc3ncnc(NCCN4CCOCC4)c23)cc1	-2
70	O=C(C(Sc1ccccc1)c1ccccc1)N1CCN(c2ccccc2F)CC1 (configuration not stated)	4
71	Cc1c(-c2ccccc2)nc2ccccc2c1C(=O)Oc1ccc([N+](=O)[O-])cc1	11
72	Cc1cc(C)c2c(n1)nn1c(C3CC3)cc(C(F)(F)F)nc21	0
73	Cc1ccc(C(=O)NCCNC(=O)CN2CCOCC2)cc1	-6
74	CC(C)COC(=O)C(N)C(C(=O)OCC(C)C)c1ccccc1 (configuration not stated)	2
75	O=C(CN(CCc1ccccc1)C(=O)CNS(=O)(=O)c1ccc(F)cc1)NCC1CCCO1 (configuration not stated)	-4
76	CNC(=O)c1sccc1-n1cccc1	-6
77	CCCCN(CCCC)C(=O)/C=C/c1cccc([N+](=O)[O-])c1	4
78	C=CCNc1nc(C2(C)CC3(CC(C)(C)OC3=O)C(=O)O2)cs1 (configuration not stated)	5
79	CC(=O)OC1CCC(OC(C)=O)c2c1n([O-])c(C)c(C)[n+]2=O (configuration not stated)	2
80	CCN1C(=S)SC(=O)C1=C1C=C(C)OC(C)=C1	-4
81	O=C1NC2C(NC(=O)N2C2CCCCC2)N1C1CCCCC1 (configuration not stated)	-1
82	O=C(Nc1ccccc1)c1ccc2c(c1)OCCO2	-2
83	O=C(Cc1ccsc1-c1ccccc1)NO	64*
84	O=S(=O)(c1ccc(-c2csc(=Nc3ccccc3)n2CCCN2CCOCC2)cc1)N1CCOCC1	1
85	COc1ccc(S(=O)(=O)N(CCCN2CCCC2=O)Cc2cc3c(C)cc(C)cc3[nH]c2=O)cc1	8
86	CC1C[C@@]2(NC(=O)NC2=O)C(C)CN1C (some centres not stated)	-9
87	Cc1ccc(-c2cc(NC(=O)CSc3n[nH]c(N)n3)n(-c3ccccc3)n2)cc1	-8
88	CC(=O)c1c(C)nc(C)nc1NC(=O)Cc1ccccc1	6
89	O=C(Nc1ccc(Cl)cc1F)c1ccc(COc2c(F)c(F)c(F)c(F)c2F)o1	2
90	C/C=C(\C)c1nnc(NC(=O)c2ccco2)s1	-7
91	Cc1ccc(S(=O)(=O)c2c(COC(=O)c3ccc(Cl)cc3)c(-c3ccccc3)nn2C)cc1	-4
92	Fc1ccc(Br)cc1/C=N/n1cnnc1	-10
93	O=C(NCC1CCCO1)c1cccc(N2CCCC2=O)c1 (configuration not stated)	-1
94	O=S(=O)(/N=C(/Nc1ccccc1F)c1ccccc1)c1ccccc1	-8
95	CCn1c(N)c(C(=O)NCc2ccc3c(c2)OCO3)sc1=S	-10
96	O=C(Nc1ccccc1)OCCNC(=O)c1cccc(Cl)c1	-4
97	C/C(=N\OC(=O)c1cccc(Cl)c1)c1sc(C)nc1C	-5
98	CCNc1nc(NC(C)C)nc(N(C#N)Cc2ccccc2)n1	3
99	CCOc1ccc2nc(NC(=O)Cc3cccs3)sc2c1	9
100	COc1ccc(CN2CC(C(=O)NCCCN3CCOCC3)CC2=O)cc1 (configuration not stated)	-4
101	COc1cc(C=O)ccc1OCCCOc1ccccc1C(=O)O	0
102	Cc1ccc(-c2n[nH]c(=S)n2/N=C/c2cccn2C)cc1	2
103	Cc1nc(C)c(C(=O)C2=C(O)C(=O)N(CCN3CCOCC3)C2c2ccco2)s1 (configuration not stated)	-3
104	O=c1[nH]c(N2CCc3ccccc32)nc2c1CCCC2	-4
105	CC(C)NC(=O)CN(C(=O)CCC(=O)Nc1ccccn1)c1ccc(F)c(Cl)c1	4
106	CCCCC(=O)C1CCN(Cc2ccccc2)CC1	1
107	Cn1c(N)c(C(=O)NCc2ccccc2Cl)sc1=S	3
108	OC1(c2cccc(C(F)(F)F)c2)CCN(c2ncnc3c2[nH]c2ccc(F)cc23)CC1	14
109	COc1ccc(C(c2nnnn2Cc2cccs2)N2CCN(c3ccc(F)cc3)CC2)cc1OC (configuration not stated)	15
110	NC1=NS(=O)(=O)NC1c1cccc(Cl)c1 (configuration not stated)	-5
111	O=C(Nc1ccc2nn(-c3ccccc3)nc2c1)c1ccc2c(c1)OCCO2	3
112	NC(=O)c1sc2cc(C(F)(F)F)cnc2c1-c1cccs1	-3
113	O=C(CN1CCc2ccccc2C1)c1cccs1	-5
114	O=c1cc(CN2CCC3(CC2)OCCO3)c2c(ccc3ccccc32)o1	8
115	CC(=O)Nc1ccc2nc(-c3ccccn3)[nH]c2c1	-12
116	CCNC(=O)CCC(=O)Nc1cc(Cl)ccc1C	-5
117	O=C(c1ccc(=O)oc1)N1CCOCC1	14
118	CSc1nsc(SCc2ccc(F)cc2)n1	0
119	O=C(COc1cccc2cccnc12)N/N=C1\SCC(=O)N1Cc1ccco1	-3
120	Cn1c(=O)c2c(nc(SCCN3CCOCC3)n2Cc2ccccc2)n(C)c1=O	-7

# The list goes on:
no.	Compound	Artemis endo inh
121	CCc1c(C)c(C#N)c2nc3ccccc3n2c1N(C)C	-4
122	CCC(C(=O)NCc1ccco1)N(C(=O)CNS(=O)(=O)c1ccc(C)cc1)c1ccccc1OC (configuration not stated)	11
123	Cc1ccccc1OCC(O)Cn1nnc2ccccc21 (configuration not stated)	-2
124	COc1cccc(C2=CC(c3cccc(OC)c3OC)n3nnnc3N2)c1 (configuration not stated)	3
125	CC(=O)N1CCc2cc(S(=O)(=O)NCCC(=O)Nc3cc(C)cc(C)c3)ccc21	9
126	CCC(C)(C)n1nnnc1CN1CCc2ccccc21	6
127	COc1ccccc1/C=C/C(=O)NC(=S)Nc1ccc(S(=O)(=O)N(C)c2ccccc2)cc1	-5
128	O=C(NC1CCCC1)C(c1ccccc1)N(C(=O)c1ccno1)c1cccnc1 (configuration not stated)	2
129	Cc1cc2nc3c(nc2cc1C)C1(C(=O)O)CCC3(C)C1(C)C (configuration not stated)	-12
130	CCOc1cc(C(=O)NCCOC)ccc1OC	0
131	CCOC(=O)C(NC(C)=O)(Nc1ccc(F)cc1)C(F)(F)F (configuration not stated)	-2
132	CCOc1ccccc1C(=O)Nc1nnc(COC)s1	4
133	COc1ccc(CN(C)c2ncnc(N)n2)cc1	-2

# Reprinted at random: seven entries already listed.
no.	Compound	Artemis endo inh
132	CCOc1ccccc1C(=O)Nc1nnc(COC)s1	4
128	O=C(NC1CCCC1)C(c1ccccc1)N(C(=O)c1ccno1)c1cccnc1 (configuration not stated)	2
133	COc1ccc(CN(C)c2ncnc(N)n2)cc1	-2
125	CC(=O)N1CCc2cc(S(=O)(=O)NCCC(=O)Nc3cc(C)cc(C)c3)ccc21	9
121	CCc1c(C)c(C#N)c2nc3ccccc3n2c1N(C)C	-4
126	CCC(C)(C)n1nnnc1CN1CCc2ccccc21	6
122	CCC(C(=O)NCc1ccco1)N(C(=O)CNS(=O)(=O)c1ccc(C)cc1)c1ccccc1OC (configuration not stated)	11

# A stretch from further up, as a working copy:
no.	Compound	Artemis endo inh
128	O=C(NC1CCCC1)C(c1ccccc1)N(C(=O)c1ccno1)c1cccnc1 (configuration not stated)	2
129	Cc1cc2nc3c(nc2cc1C)C1(C(=O)O)CCC3(C)C1(C)C (configuration not stated)	-12
130	CCOc1cc(C(=O)NCCOC)ccc1OC	0
131	CCOC(=O)C(NC(C)=O)(Nc1ccc(F)cc1)C(F)(F)F (configuration not stated)	-2
132	CCOc1ccccc1C(=O)Nc1nnc(COC)s1	4
133	COc1ccc(CN(C)c2ncnc(N)n2)cc1	-2

# A portion of the library (hit frequency here may not be typical).
